mcGAS MS inh: mouse cGAS inhibition by mass spec; Q8C6L5; recombinant mouse cGAS, cGAMP by RapidFire MS; inhibition, % at 12.5 µM; 130,000 compounds, 0.18% hits;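 active means inhibition of cGAS enzyme activity at or above 60%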;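 further: enzyme stimulated by 45 bp dsDNA with ATP and GTP substrates; cGAMP share of summed cGAMP plus half ATP and half GTP signals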
Target sequence (Q8C6L5 whole entry, looked up): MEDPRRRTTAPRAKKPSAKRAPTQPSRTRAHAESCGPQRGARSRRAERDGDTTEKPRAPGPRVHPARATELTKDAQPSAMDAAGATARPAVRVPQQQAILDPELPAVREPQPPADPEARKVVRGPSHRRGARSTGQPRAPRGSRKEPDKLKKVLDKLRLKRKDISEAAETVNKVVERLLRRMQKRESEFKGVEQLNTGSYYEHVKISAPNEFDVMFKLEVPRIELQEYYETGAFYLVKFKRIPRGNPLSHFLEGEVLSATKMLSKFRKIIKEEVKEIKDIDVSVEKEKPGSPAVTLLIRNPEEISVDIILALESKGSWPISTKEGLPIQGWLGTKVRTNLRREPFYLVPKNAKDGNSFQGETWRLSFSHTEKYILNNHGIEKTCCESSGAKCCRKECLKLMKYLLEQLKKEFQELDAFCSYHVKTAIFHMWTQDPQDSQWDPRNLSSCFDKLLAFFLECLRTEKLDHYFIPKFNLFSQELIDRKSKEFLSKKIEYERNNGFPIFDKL
Numbers without * were called inactive. The list is partial; count on the stated rates, not on these rows.

mcGAS MS inh | Compound
-3.8 | CCOc1ncccc1CN1CCCC(C(=O)Nc2cccc(SC)c2)C1 (stereo unspecified)
-5.7 | O=S(=O)(N1CCCCCC1)N1CCC2(CCCNC2)C1 (stereo unspecified)
-27.8 | O=C1CC(NC2CC2)C(=O)N1c1ccc(F)cc1 (stereo unspecified)
2.5 | CNc1cnc(-c2cccc(CO)c2)cn1
-0.4 | COc1ccc(NC(=O)NCCNc2cc(-n3ccnc3C)ncn2)c(OC)c1
-20.3 | O=S(=O)(NCc1ccccc1)N1CCN(C/C=C/c2ccccc2)CC1
-12.5 | CSc1nnc(-c2ccccc2)c(-c2ccccc2)n1
-4.7 | CCc1c(C#N)c(N)nc(SCC(=O)c2ccccc2)c1C#N
-6.4 | CN(Cc1cccnc1)C(=O)c1ccc(CSc2ncccn2)o1
-4.7 | Cc1ccc(Cl)c2sc(N(Cc3ccccn3)C(=O)Cc3ccc(S(C)(=O)=O)cc3)nc12
3.0 | CCn1c(C2CCN(C(=O)c3nc4c(C)cccn4c3F)CC2)n[nH]c1=O
-9.0 | CN(CC1CCCN(CCc2ccc(Cl)cc2)C1)C(=O)c1ccc(=O)[nH]c1 (stereo unspecified)
-5.2 | Cc1c(C(C)NCc2cnc(N3CCOCC3)s2)cnn1-c1ccccc1 (stereo unspecified)
-15.5 | COc1cccc(NC(=O)C(=O)NCCCN(C)C)c1
-13.3 | Cc1ccc(C)n1C(C)C1CC2CCC1C2 (stereo unspecified)

Nothing new here: an excerpt of the list.
mcGAS MS inh | Compound
3.0 | CCn1c(C2CCN(C(=O)c3nc4c(C)cccn4c3F)CC2)n[nH]c1=O
-9.0 | CN(CC1CCCN(CCc2ccc(Cl)cc2)C1)C(=O)c1ccc(=O)[nH]c1 (stereo unspecified)
-5.2 | Cc1c(C(C)NCc2cnc(N3CCOCC3)s2)cnn1-c1ccccc1 (stereo unspecified)

Further entries follow:
mcGAS MS inh | Compound
-29.8 | Cc1cccc(N2CCN(CC(O)COc3ccc(C#N)cc3)CC2)c1C (stereo unspecified)
-1.7 | Cc1nnc(Sc2ccc(NC(=O)NC(CN3CCCC3=O)c3ccccc3)c(C)c2)s1 (stereo unspecified)
-3.3 | CSc1nc(C)c(CC(=O)O)s1
-24.0 | O=C(NCCN1CCOCC1)c1cccc(CC2CCNCC2)c1
-6.1 | COc1ccccc1C(=O)C1CCCN(C(=O)Cc2cc(OC)c(OC)c(OC)c2)C1 (stereo unspecified)
-3.7 | Cc1nnc(SCC(=O)NN2C(=O)NC3(CCC(C)CC3)C2=O)n1C (stereo unspecified)
-3.1 | CC1=C(C(=O)NCc2ccccc2)C(c2cccn2C)n2nnnc2N1 (stereo unspecified)
-9.0 | CC(=O)Nc1nc(CN2CCCC2Cc2cccc(F)c2)cs1 (stereo unspecified)
37.4 | O=C1CSC(=Nc2nccs2)N1
-3.7 | CC(=O)Oc1ccccc1Cn1c(C)c(C(=O)NCc2ccc(F)cc2)sc1=O
-3.8 | Cc1noc(C)c1N(C)Cc1cn2c(C)cccc2n1
1.5 | COc1ccc(CCN2CC3=C(C2=O)C(c2ccc(F)cc2)NC(=O)N3C)cc1 (stereo unspecified)
-6.4 | Cc1nnc(CN2CCCCC2CCc2cccc(O)c2)o1 (stereo unspecified)
-6.7 | Cc1ccc(-c2ccnc(-c3ccccc3CN3CCOCC3)n2)c(C)n1
-36.5 | O=C(/C=C/c1cc(Cl)cc(Cl)c1)NCC(O)c1ccncc1 (stereo unspecified)
76.8* | CC(C)c1nc(NC(=O)c2ccc(CNC(=O)C(C)(C)C)cc2)n[nH]1
-28.8 | CCCc1nnc2sc(-c3cc(C(C)C)[nH]n3)nn12
-7.1 | C=CCn1cc(C#N)c2c(c1=S)CCCC2
-6.7 | COCc1cccc(CNC(=O)c2nccc3ccccc23)c1
-12.4 | Cc1ccc(-c2[nH]ncc2CNCc2cc(C(F)(F)F)ccc2F)cc1C
-1.7 | CCN(Cc1ccc2c(c1)OCCO2)C(=O)c1cc(C(C)C)[nH]n1
-2.0 | Cc1nc(CN(C)C(=O)C2CCC(=O)N(CCCc3ccccc3)C2)cs1 (stereo unspecified)
-1.1 | COc1ccc(-c2[nH]c3ccc(F)cc3c2CCC(=O)N2CCOCC2)cc1
-5.2 | CC1(C(=O)NS(=O)(=O)c2ccc(Cl)s2)CCN1C(=O)Cc1cc(F)ccc1F (stereo unspecified)
-9.1 | COc1ccc(F)c(-c2cc(NCCO)nc(N)n2)c1
-6.1 | Cc1noc(C)c1C(=O)NCc1cccnc1N(C)Cc1ccccc1
2.0 | COc1cc(C(=O)N2CCC(c3n[nH]c(=O)n3-c3ccccc3)CC2)ccn1
-21.0 | Cc1cn(CC(=O)N2CCCC(Nc3ccc(C(C)C)cc3)C2)c(=O)[nH]c1=O (stereo unspecified)
-1.1 | CCCc1ccc(S(=O)(=O)N2CCN(c3ncccn3)CC2)cc1
1.4 | CC(C)(C)c1ccc(CC(=O)N2CCC2(C)C(=O)Nc2ccc3[nH]ncc3c2)cc1 (stereo unspecified)
-8.7 | COC(=O)c1sccc1NC(=O)CSc1ccc([N+](=O)[O-])cc1
-8.1 | O=C(NCc1cccnc1)Nc1ccc(F)cc1F
1.8 | O=C(Nc1cccc(NS(=O)(=O)c2cccc3nsnc23)c1)C1CC1
-4.5 | COC(=O)Cn1c(=NC(=O)c2nc3ccccc3s2)sc2cc(S(N)(=O)=O)ccc21
0.3 | C=c1nc(C)c(-c2nnco2)cc1=C1NN=CO1
10.5 | CCC(C)C(NC(=O)OC(C)(C)C)C(=O)NCc1ccco1 (stereo unspecified)
-29.4 | O=C1NCCN1S(=O)(=O)c1ccc(Cl)cc1
-8.2 | CCc1ocnc1C(=O)N1CCC(N2CCCC(C(=O)N3CCCC3)C2)CC1 (stereo unspecified)
-7.0 | Clc1n[nH]c(C2CCCO2)n1 (stereo unspecified)
-2.4 | O=S(=O)(c1ccc(Br)s1)N1CCCC1c1ccc2c(c1)OCCO2 (stereo unspecified)
-5.8 | O=C1NCCc2c1sc1ccc(C(=O)N3CC[C@H](CO)[C@H](O)C3)cc21
-9.4 | CC(C)c1ccc(NC(=O)CCN2CCN(CC3CCCO3)CC2)cc1 (stereo unspecified)
-9.4 | CN=c1scc(-c2ccc(F)cc2)n1N=Cc1cccc(C(F)(F)F)c1
2.1 | O=S(=O)(NCC1(N2CCOCC2)CCCCC1)c1ccc2c(c1)OCCO2
-7.7 | COc1ccc(CN2C(=O)O[C@@H]3CN(C(=O)c4ccc[nH]4)C[C@@H]32)cc1OC
-18.8 | Oc1ccc(-c2ccc(Cn3ccnc3)cc2)cc1
-6.9 | O=C(NC1CC1)C1CCCN(C2CCN(c3cc(C4CC4)ncn3)CC2)C1 (stereo unspecified)
11.2 | CC(NC(=O)C1CCN(S(=O)(=O)c2cccc(C(F)(F)F)c2)CC1)c1ccccn1 (stereo unspecified)
-3.4 | Cc1ccc(CN2CCC2(C)C(=O)NCc2ccccn2)cc1 (stereo unspecified)
8.2 | N#CC1C(=N)SC(=N)C(C#N)C1c1ccc2c(c1)OCO2 (stereo unspecified)
-3.3 | Cc1cc(=O)[nH]c(-n2nc(C)c(CCC(=O)Nc3nc(C)cs3)c2C)n1
-2.1 | Cc1cccc2nc(Cn3ccnc3S(C)(=O)=O)cn12
-22.2 | Cc1cccn2cc(C(=O)NC[C@@H]3CCNC[C@H]3O)nc12
-3.7 | CC(=O)Cn1c(=O)c2c(nc3n2CC(C)CN3c2ccc(Br)cc2)n(C)c1=O (stereo unspecified)
-11.7 | CCc1nn(-c2ccccc2)c(NC(=O)CC2C=CS(=O)(=O)C2)c1C (stereo unspecified)
-19.1 | Cc1nn(C)c(C)c1CN(C(=O)CCN(C)S(C)(=O)=O)C(C)C
-1.0 | Cc1cc2nc(Nc3nc4ccccc4c(=O)[nH]3)nc(C)c2cc1C
-14.6 | COc1ccccc1NC(=O)N1CCCC1c1ccc2c(c1)OCCCO2 (stereo unspecified)
1.3 | CCC1=NOC(CN2CCC(O)(c3ccc(C)cn3)CC2)C1 (stereo unspecified)
8.6 | Cc1oc2c3c(ccc2c(=O)c1-c1ccc2c(c1)OCO2)OCCO3

Further compounds follow:
mcGAS MS inh | Compound
-6.7 | COC1CCCC(OC(=O)CC2CC3CCC2C3)C1 (stereo unspecified)
-13.7 | CC1(C(=O)NCc2ccc(C(F)(F)F)cc2)CCN1CCc1ccccc1 (stereo unspecified)
-1.9 | C=CCc1ccc(OCCCCn2cnc3ccccc32)c(OC)c1
-4.3 | O=C(CCc1ccco1)NC1CCCN(c2ccccc2)C1=O (stereo unspecified)
-0.2 | C=CCn1nnc(NC(=O)C(C)(C)Oc2ccc(Cl)cc2)n1
-14.8 | Cc1cccc(CS(=O)Cc2csc(C3CCCC3)n2)c1 (stereo unspecified)
-4.8 | CN(Cc1sc2ccccc2c1Cl)c1ncnc2c1CCNC2
-4.6 | O=C(NC1CCN(C2CC2)CC1)c1cccc(S(=O)(=O)Nc2cccc(Cl)c2)c1
-6.5 | CN1CC2(CCCN(C(=O)c3cc(=O)[nH]c4ccc(F)cc34)CC2)OC1=O (stereo unspecified)
-57.2 | CC(C)(C)c1nnnn1Cc1nn(-c2ccccc2)c2c1CCC2
0.8 | CC(=Nc1ccccc1N)c1c(C)cc(=O)n(O)c1O
1.9 | CCCN(Cc1ncccc1C(=O)O)Cc1nccn1C
-9.0 | C=CCn1nnc(NC(=O)c2cc3ccccc3c(Br)c2OC)n1
-6.0 | Cc1ccc(C)c(C(=O)NC(CN2CCCC2=O)c2ccccc2)c1 (stereo unspecified)
-7.1 | CC(C)CCn1c(O)c(N=Nc2nc3ccccc3s2)c2ccccc21
-20.0 | C1CCN([C@H]2COC[C@@H]2NC2CCC3(CCNCC3)CC2)CC1
-11.2 | Cc1ccc(-c2cnc(C3CCCCN3C(=O)C3CCCO3)[nH]2)cc1 (stereo unspecified)
-7.2 | CC1=NN(C(=O)CCc2ccccc2)C(O)(c2cccnc2)C1 (stereo unspecified)
-3.3 | Cc1ccc(C(=O)NC2CCCC(OCC(F)(F)F)C2)c(=O)[nH]1 (stereo unspecified)
-11.1 | Cc1oc(-c2ccc(C(F)(F)F)cc2)nc1CN1CCN(c2ccccc2)C(=O)C1
-3.3 | N#Cc1c2c(c(NCCOCCO)n3c1nc1ccccc13)CCCC2
0.6 | O=C(O)C(O)c1ccc(-c2cccc3cnccc23)cc1 (stereo unspecified)
-13.5 | O=C(NNS(=O)(=O)c1cccc(Br)c1)c1cc2c(s1)CCCCC2
-5.5 | CCS(=O)(=O)NC(=O)C1(C)CCN1C(=O)Cc1ccc(Cl)cc1Cl (stereo unspecified)
-8.5 | CC1CC(=O)NCCN1c1ccc(S(=O)(=O)C(F)(F)F)cc1 (stereo unspecified)
-35.8 | c1cnn(-c2cc(N3CCC(n4cc(-c5ccsc5)nn4)CC3)ncn2)c1
-2.2 | O=C(C1CCC(=O)N(C2CC2)C1)N1CCC(O)(c2cccc(C(F)(F)F)c2)CC1 (stereo unspecified)
-3.8 | CCOC(=O)c1ccc(Nc2nnc(C)c(=O)[nH]2)cc1
0.3 | CCOc1ccc(NC2CCN(c3ccccc3F)C2=O)cc1CO (stereo unspecified)
2.5 | Cc1ccc(Cl)cc1NC(=O)C(C)Oc1ccc(C(=O)O)cc1Br (stereo unspecified)
3.8 | Clc1cc(CCNc2nnnn2-c2ccccc2)cc2c1OCCO2
-0.7 | CNC(=O)[C@@H]1C[C@@H](N)CN1C(=O)c1c(C)nc2ccc(Cl)cn12
-5.2 | Clc1ccc(CCN2COc3cc4c(cc3C2)OCO4)cc1
-5.1 | Cc1ccc2c(c1)NC(CN=C(N)N)CC2 (stereo unspecified)
-12.5 | CC(C)CC(=O)N1CCN(c2ccc(-n3cccn3)nn2)CC1
-19.0 | Cn1c(N)nc(=O)c2nccnc21
-6.3 | CCN(CC(=O)NC1CCS(=O)(=O)C1)C(=O)Cn1cnc2sc(C)c(C)c2c1=O (stereo unspecified)
-16.5 | Cc1sc2ncnc(NCC3CCN(c4cnn(C)c(=O)c4)C3)c2c1C (stereo unspecified)
7.0 | Cn1cc(S(=O)(=O)NC(=O)CCc2cccc(F)c2F)cn1
-2.5 | CCn1ncc(C(=O)NCCc2nccc(-c3ccccc3)n2)c1C
-9.6 | Cc1cc(C2CCCN2C(=O)C(C)n2ccnc2)on1 (stereo unspecified)
0.8 | O=C(N(Cc1ccc(F)cc1)C1CC1)C12CC3CC(CC(Cl)(C3)C1)C2
1.9 | CCOC(=O)c1cnc(N2CCNCC2)s1
5.2 | N#Cc1ccc(CS(=O)(=O)N2CCN(Cc3ccc4c(c3)CCO4)CC2)cc1
-1.2 | Cc1ccc(/C=C/S(=O)(=O)NCCCn2nc(-c3ccco3)ccc2=O)cc1

Seven structures out of the list, arranged by heavy-atom count, smallest number first.
mcGAS MS inh | Compound
-7.1 | C=CCn1cc(C#N)c2c(c1=S)CCCC2
-36.5 | O=C(/C=C/c1cc(Cl)cc(Cl)c1)NCC(O)c1ccncc1 (stereo unspecified)
-1.7 | CCN(Cc1ccc2c(c1)OCCO2)C(=O)c1cc(C(C)C)[nH]n1
0.3 | CCOc1ccc(NC2CCN(c3ccccc3F)C2=O)cc1CO (stereo unspecified)
-7.1 | CC(C)CCn1c(O)c(N=Nc2nc3ccccc3s2)c2ccccc21
2.1 | O=S(=O)(NCC1(N2CCOCC2)CCCCC1)c1ccc2c(c1)OCCO2
2.0 | COc1cc(C(=O)N2CCC(c3n[nH]c(=O)n3-c3ccccc3)CC2)ccn1

Additional records
mcGAS MS inh | Compound
-10.9 | Cc1cc(C)n(-c2ccc(C(=O)N(C)CC(O)CO)cc2)n1 (stereo unspecified)
-2.2 | Cc1onc(-c2ccccc2)c1C(=O)NC1CCCc2c1cnn2-c1ccc(F)cc1F (stereo unspecified)
-6.5 | Cc1cc(N(C)CC2COCCO2)nc(-c2cccnc2)n1 (stereo unspecified)
-20.0 | O=C(NN=Cc1ccco1)c1cccc(C(=O)NN=Cc2ccco2)c1
-4.4 | O=C(NC1CC1)c1c(NC(=O)C23CC4CC(CC(C4)C2)C3)sc2c1CCCC2
-7.1 | CC1=C(C(=O)OCc2ccco2)C(c2cccc([N+](=O)[O-])c2)NC(=O)N1 (stereo unspecified)
5.4 | CC(C)C1CCc2ccccc2N1C(=O)c1ccoc1 (stereo unspecified)
-9.3 | COC(=O)Cn1c(=O)c2c(nc3n(C(C)C)c(C)cn23)n(C)c1=O
-6.4 | COc1ccc(C(CC(=O)NCc2ccccc2)Sc2n[nH]c(-c3ccc(F)cc3)n2)cc1 (stereo unspecified)
-2.7 | O=C(OCC(=O)N1CCCCC1)c1cc(=O)[nH]c(=O)[nH]1

Compound activity (PubChem BioAssay)
